# Assay outcomes (PubChem)
# BRCT PPI red – qHTS Assay for Inhibitors of BRCT-Phosphoprotein Interaction (Red Fluorophore); Potency, µM (doses to about 76.9 µM), for the others: at the highest dose activity change, negative = inhibition, actives largely listed as inhibitors; BRCT-phosphopeptide binding, red fluorescence polarization; Breast cancer type 1 susceptibility protein (Homo sapiens), P38398; 75,000 tested, 0.03% active; note: % is set by controls: 0 for no effect and ±100 for the full control effect
#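 Fluorescence polarization: 100 nM His-tagged BRCA1 BRCT with 100 nM TAMRA-labelled phospho-BACH1 decapeptide, phosphate buffer pH 7.3 with 150 mM NaCl, DTT, 0.01% Tween 20; 12 min RT. Binding inhibition seen as FP decrease.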
# Caspase-7 inhib – qHTS Assay for Allosteric/Competitive Inhibitors of Caspase-7 | P55210 | recombinant caspase-7, Ac-DEVD-AFC fluorescence rate | Potency, µM (doses to about 57.5 µM), inactives show at the highest dose activity change, negative = inhibition, actives largely listed as inhibitors | 75,000 tested, 0.02% active; active = well fitted inhibition curve with a large enough effect in the main read-out, with a control signal flat, not every such curve was filed as active; note: potency is the fitted concentration of half-maximal effect; % of control where 0% means no effect
# Target sequence (P55210 24-198 limits assumed): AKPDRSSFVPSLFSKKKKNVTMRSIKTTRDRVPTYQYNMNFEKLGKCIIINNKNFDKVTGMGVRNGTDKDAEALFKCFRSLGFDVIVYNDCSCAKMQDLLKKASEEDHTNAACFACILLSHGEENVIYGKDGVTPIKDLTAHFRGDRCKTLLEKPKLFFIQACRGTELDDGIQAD
# Target sequence (P55210 207-303 limits assumed): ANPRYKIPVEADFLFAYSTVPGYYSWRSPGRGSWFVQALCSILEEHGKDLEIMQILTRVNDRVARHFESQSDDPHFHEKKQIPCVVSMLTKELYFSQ
# Caspase-1 inhib – qHTS Assay for Allosteric/Competitive Inhibitors of Caspase-1; 75,000 tested, 0.03% active; Potency, µM (series often up to 57.5 µM), for inactives: at the top dose activity change, negative = inhibition, hits mostly inhibitors; P29466; Caspase-1 enzyme, Ac-WEHD-AFC fluorogenic rate;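 note: potency is the fitted concentration of half-maximal effect; plate controls were vehicle for no effect and no substrate for full effect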
# BRCT inh green – qHTS Assay for Inhibitors of BRCT-Phosphoprotein Interaction (Green Fluorophore); Potency, µM (top dose mostly 76.9 µM), without a hit: at the highest dose activity change, negative = inhibition, usual class: inhibitors; 75,000 tested, 0.05% active; Breast cancer type 1 susceptibility protein (Homo sapiens), P38398; BRCA1 BRCT-phosphopeptide binding, green fluorescence polarization;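 note: potency is the fitted concentration of half-maximal effect; plate controls were peptide without protein for full effect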
#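 Fluorescence polarization: His-tagged BRCT (~35 kDa BRCA1 C-terminus, 250 nM) bound to 100 nM fluorescein-labeled phosphorylated 10-aa BACH1 peptide, pH 7.3 phosphate buffer with DTT and Tween 20. Compounds incubated 12 min at room temperature; inhibition read as lowered polarization.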
# An asterisk follows results filed as active. Unless noted, calls come from the whole dose curve; as a rule, active = well fitted curve in the direction sought with a large enough effect; inconclusive = small, poorly fitted or top-dose-only effect, or another doubt; inactive = no such curve, though single readings can be large; an effect the other way counts as inactive or inconclusive. A portion of the library; count on the stated rates, not on these rows.
Compound | BRCT PPI red | Caspase-7 inhib | Caspase-1 inhib | BRCT inh green
CNC(=O)Oc1ccc2c(c1)C1(C)CCN(C)C1N2C (stereo not drawn) | 1.2% | -3% | 0% | -0.7%
CC[C@H](C)[C@H](NC(=O)OCC1c2ccccc2-c2ccccc21)C(=O)O | -1.6% | 0% | 0% | 3.7%
COC(=O)[C@@H]1C[C@@H]2CC[C@@H](O)C[C@@H]2N1Cc1ccc(Cl)cc1 | 1.6% | -2% | -4% | 4.9%
Clc1ccc(C2[C@H]3CN(Cc4ccc(-c5ccccc5)cc4)[C@H](c4ccccc4)C34CC2(c2cccnc2)C4)cn1 (stereo partly drawn) | -1.1% | -1% | -4% | 0.5%
CC1(C)CC(=O)c2c(oc3cc(O)c(O)cc23)C1 | -0.3% | -13% | -2% | -0.2%
CCC1=C(OC(=O)N(CC)CC)N2C(=O)OC(=NCCOC)[C@]2(Cc2ccccc2)[C@H]2C1=CC[C@H]1C(=O)N(CC)C(=O)[C@H]12 | -0.2% | -4% | -2% | -0.7%
COC(=O)c1ccc(C23CC4(C2)[C@H](CN(Cc2cccnc2)[C@@H]4c2ccccc2)C3c2ccc(C(F)(F)F)cc2)cc1 (stereo partly drawn) | -2.0% | -2% | -2% | 1.6%
COC(=O)c1cccc(C23CC4(C2)[C@H](CN(Cc2ccc(C(F)(F)F)cc2)[C@@H]4c2ccccc2)C3c2ccccc2)c1 (stereo partly drawn) | 0.9% | -2% | 0% | -0.7%
Cc1c(C)c2c(c(C)c1O)CC[C@@](C)(CCC[C@H](C)CCC[C@H](C)CCCC(C)C)O2 | -1.7% | 0% | 2% | -3.0%

# In a second layout: entries from further up
# Values run as follows: BRCT PPI red, Caspase-7 inhib, Caspase-1 inhib, BRCT inh green
CNC(=O)Oc1ccc2c(c1)C1(C)CCN(C)C1N2C (stereo not drawn)
 : 1.2%, -3%, 0%, -0.7%
CC[C@H](C)[C@H](NC(=O)OCC1c2ccccc2-c2ccccc21)C(=O)O
 : -1.6%, 0%, 0%, 3.7%
COC(=O)[C@@H]1C[C@@H]2CC[C@@H](O)C[C@@H]2N1Cc1ccc(Cl)cc1
 : 1.6%, -2%, -4%, 4.9%
Clc1ccc(C2[C@H]3CN(Cc4ccc(-c5ccccc5)cc4)[C@H](c4ccccc4)C34CC2(c2cccnc2)C4)cn1 (stereo partly drawn)
 : -1.1%, -1%, -4%, 0.5%
CC1(C)CC(=O)c2c(oc3cc(O)c(O)cc23)C1
 : -0.3%, -13%, -2%, -0.2%
CCC1=C(OC(=O)N(CC)CC)N2C(=O)OC(=NCCOC)[C@]2(Cc2ccccc2)[C@H]2C1=CC[C@H]1C(=O)N(CC)C(=O)[C@H]12
 : -0.2%, -4%, -2%, -0.7%
COC(=O)c1ccc(C23CC4(C2)[C@H](CN(Cc2cccnc2)[C@@H]4c2ccccc2)C3c2ccc(C(F)(F)F)cc2)cc1 (stereo partly drawn)
 : -2.0%, -2%, -2%, 1.6%
